High-throughput results as filed in PubChem BioAssay.
A549 tox: A549 cytotoxicity, counter-screen for Nrf2 inhibitors | Potency, µM (series often up to 46 µM), for inactives: at the top dose activity change, negative = cytotoxicity, usual class: inhibitors | A549 ARE-Fluc cells, CellTiter-Fluor viability, 18-24 h | 390,000 tested, 0.16% active; also: potency is read from the fitted curve at half-maximal effect; % is scaled to controls: 0 for no effect and ±100 for the full control effect
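Cytotoxicity counterscreen: CellTiter-Fluor fluorescence was measured in A549 ARE_Fluc cells after 18-24 h of compound exposure in a concentration series. The subsequent BugLite luminescent read reports ARE-luciferase activity.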
HepG2 tox: counter-screen for TGF-b inhibitors: cytotoxicity in HepG2 cells; HepG2 CAGA-GFP viability, ATP luminescence, 18 h; Potency, µM (series often up to 46.1 µM), for inactives: at the top dose activity change, negative = cytotoxicity, usual class: cytotoxic; 410,000 tested, 0.76% active; also: potency is read from the fitted curve at half-maximal effect; some results filed as inactive show a strong effect at the top dose
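HepG2 CAGA-GFP cells (1000/well, DMEM with 1% FBS) received compound, then TGF-beta at 500 pg/mL final, and were incubated 18 hours at 37 degrees C. Viability was read by CellTiter-Glo luminescence. Media-only wells were set as complete cell-killing and DMSO as no toxicity.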
Nrf2 activator: activates Nrf2 signaling; AREc32 ARE-luciferase reporter (MCF7-derived line), luminescence, 24 h; Potency, µM (top dose mostly 46.1 µM), for the others: top-dose activation, usual class: activators; 410,000 tested, 0.31% active; AID 624171; also: potency is read from the fitted curve at half-maximal effect; % of control where 0% means no effect; nearly all actives have a fitted effect of over 65% in size
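Quantitative high-throughput format: AREc32 reporter cells, 1000 per well, received compound by pin transfer and were incubated 24 hr at 37 deg C, 5% CO2, before Steady-Glo luminescence detection.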
TGFb SMAD3 inh: inhibitors of TGF-b signaling; Potency, µM (highest dose often 46.1 µM), without a hit: at the highest dose activity, negative = inhibition, actives largely listed as inhibitors; AID 588855; 410,000 tested, 1.2% active; HepG2 CAGA-GFP TGF-b/SMAD3 reporter, GFP fluorescence, 18 h; TGF-beta stimulated, 500 pg/mL final; also: potency is read from the fitted curve at half-maximal effect; % is scaled to controls: 0 for no effect and ±100 for the full control effect; nearly all actives have a fitted effect of over 65% in size
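HEPG2 CAGA-GFP reporter cells (1000/well, DMEM with 1% FBS) received compounds, then recombinant TGF-beta at 500 pg/mL final for 18 hours at 37 degrees C. Per-cell GFP summed per well was normalised to unstimulated and stimulated DMSO controls before curve fitting.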
MCF10A rereplic: DNA re-replication induction in MCF 10a cells; Potency, µM (titrated, usually from 46.1 µM), for the others: at the top dose activity, positive = re-replication, usual class: activators; MCF 10A DNA re-replication, Hoechst nuclear intensity, 48 h; 350,000 tested, 2.9% active; also: potency is read from the fitted curve at half-maximal effect; % of control where 0% means no effect; nearly all actives have a fitted effect of over 50% in size
S2 tox: reduces viability in counter-screen for ATXN expression inhibitors; 400,000 tested, 0.49% active; Potency, µM (highest dose often 56.7 µM), usual class: cytotoxic; S2 cells (HEK-293 line with an ATXN2-luciferase reporter) viability, CellTiter-Fluor protease fluorescence, 24 h; also: potency is read from the fitted curve at half-maximal effect; nearly all actives have a fitted effect of over 40% in size
IL1B secr inh: inflammasome signaling inhibition, IL-1 beta readout. THP-1 LPS/ATP IL-1B secretion, AlphaLISA, 16 h; hits give low values. activity change, % at 57.5 µM. 360,000 tested, 4.7% active; in the data active = activity change below about -50%; inconclusive = mostly about -30% to -49%; also: % is scaled to controls: 0 for no effect and ±100 for the full control effect
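Secreted IL-1B measured by AlphaLISA bead assay after 16 h compound exposure of THP-1 cells; compounds (final up to 57.5 uM) added 1 h before LPS (250 ng/mL) and ATP (1.25 mM) stimulation; lower signal means less secretion.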
Nrf2 block: blocks Nrf2 signaling; A549 ARE-Fluc reporter, luciferase luminescence, 18-24 h; Potency, µM (titrated, usually from 46 µM), for the others: top-dose activity change, negative = inhibition, hits mostly inhibitors; 360,000 tested, 2.1% active; AID 504444; also: potency is read from the fitted curve at half-maximal effect; % is scaled to controls: 0 for no effect and ±100 for the full control effect; nearly all actives have a fitted effect of over 60% in size
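Cells were seeded and rested 2 h, then exposed to compounds for 18-24 h. CellTiter-Fluor was read first as a viability measure. BugLite was added 15 min before the final luminescent read of ARE-luciferase activity in A549 cells.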
ATXN2 expr inh: inhibitors of ATXN2 expression. HEK-293 ATXN2-luciferase reporter, luminescence, 24 h. Potency, µM (top dose mostly 57 µM), for the others: at the top dose activity change, negative = inhibition, most hits filed as inhibitors. 360,000 tested, 0.72% active; also: potency is read from the fitted curve at half-maximal effect; % is scaled to controls: 0 for no effect and ±100 for the full control effect; nearly all actives have a fitted effect of over 55% in size
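qHTS (up to 57 uM final) was run with 24 h compound exposure of reporter cells at 37 °C. Each well was multiplexed: SteadyGlo luminescence measured ATXN2-luciferase expression after a fluorogenic Gly-Phe-AFC viability readout (25 uM final).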
Numbers without * were called inactive; i = inactive; ? = inconclusive; / = no result given; & = joins results of further samples; [ ] = another dose, or the depositor's remark. Unless noted, calls follow the shape of the dose curve; as a rule, active = well fitted curve in the direction sought with a large enough effect; inconclusive = small, poorly fitted or top-dose-only effect, or another doubt; inactive = no such curve, though single readings can be large; an effect the other way counts as inactive or inconclusive. Random draw from the library; any-hit rate near 8.8%.

SMILES | A549 tox | HepG2 tox | Nrf2 activator | TGFb SMAD3 inh | MCF10A rereplic | S2 tox | IL1B secr inh | Nrf2 block | ATXN2 expr inh
Cc1nc2c(C(=O)NCc3ccc4c(c3)OCO4)c[nH]n2c(=O)c1Cl | -2% | -39% | 0.2% | -17% | 7% | i | -14 | 0% | -8%
CCCCn1c(N)c(N(CC(C)C)C(=O)CN(C)S(=O)(=O)c2ccc(F)cc2)c(=O)[nH]c1=O | -18% | -7% | -0.6% | -13% | 2% | i | 4 | -4% | 1%
CCN(CC)c1ccc(NC(=O)CSC(=O)c2ccccc2)cc1 | -13% | -23% | ? | 0% | 22% | i | 5 | 12% | 2%
Nc1nc(Cl)nc2c1ncn2C1CC(O)C(CO)O1 (stereo unspecified) | -1% | -56% | 2.8% | ? | ? | i | 50 | ? | 1.8µM*
COc1ccc(C2CC(O)(c3ccccc3)Oc3cc(OC)cc(OC)c32)cc1 (stereo unspecified) | 1%&0% | -35%&-33% | 4.4% | ? | 21µM* | ? | ? | 13%&18% | -3%
CCn1c(=NC(=O)CN2C(=O)CCC2=O)sc2c(C)cc(C)cc21 | 6% | 2% | 0.6% | 7% | -10% | i | 24 | ? | 4%
COc1ccc(Cl)cc1NC(=O)CCn1cnc2ccccc2c1=O | 1% | -4% | 3.1% | 8% | -4% | i | 0 | / | -15%
CCc1ccc(Nc2nnc(SC3CCOC3=O)s2)cc1 (stereo unspecified) | 4% | -60% | 3.1% | ? | ? | i | 7 | 3% | 1%
COc1cc2cc(C(=O)N(C)C3CCS(=O)(=O)C3)[nH]c2cc1OC (stereo unspecified) | 6% | -21% | -0.1% | -1% | 0% | i | 3 | 8% | 7%
COC(=O)CCCC1=CC2=CC(=O)C(C)(OC(=O)c3cccs3)C(=O)C2=CN1CCCOC(C)C (stereo unspecified) | -7% | 2% | 0.6% | -4% | -20% | i | 2 | 6% | 8%
COc1ccc2cc(C(=O)NC3CCCCC3)c(=O)oc2c1 | 5% | -10% | 0.5% | 6% | 0% | i | -5 | -5% | 16%
O=C(NCc1ccc2c(c1)OCO2)c1c[nH]c2ccc(S(=O)(=O)N3CCOCC3)cc2c1=O | 0% | 2% | 0.3% | 3% | 4% | i | 29 | / | -15%
O=C(Nc1ccccc1)c1nnsc1S(=O)(=O)c1ccc(Cl)cc1 | -15% | -71% | 19% | ? | 13µM* | ? | -53* | ? | -32%
CC1=C/C(=C/N(C)C)C(=O)O1 | 0% | -10% | 5.2% | 2% | -2% | i | -1 | 0% | /
Cc1ccccc1OCC(=O)Nc1cccc(NC(=O)c2ccco2)c1 | -10% | -8% | -0.3% | 0% | -10% | i | -7 | ? | 33%
NNC(=O)c1nnn(-c2nonc2N)c1-c1cccs1 | -10% | -6% | 0.3% | -18% | 10% | i | 0 | ? | -4%
CCCc1[nH]n(-c2nc3ccccc3s2)c(=O)c1C=NCCN1CCOCC1 | -3% | -5% | 0.4% | -9% | -1% | i | 25 | / | 25%
Cc1nn(-c2ccccc2)c2[nH]c(=O)c(CNCc3ccc4c(c3)OCO4)cc12 | -2% | -33% | 0.1% | 2% | 2% | i | -15 | 2% | -1%
Cn1c(Cn2c(=O)sc3ccccc32)nnc1SCC(=O)NCCc1ccccc1 | 8% | -29% | -2.3% | -8% | 9% | i | -2 | 4% | 1%
COc1ccc(NC(=O)N(C)C[C@H]2Oc3c(NC(=O)c4nc5ccccc5s4)cccc3C(=O)N([C@@H](C)CO)C[C@H]2C)cc1 | -11% | -6% | 9.5% | 11µM* | 12% | / | -16 | ? | ?
Cc1cc(NC(=O)CSc2nc3ccccc3c(=O)n2C2CCCC2)no1 | -23% | 1% | -0.4% | -25% | 1.3µM* | ? | 28 | 1% | -19%
Cc1ccc(-c2c[n+](CC(=O)Nc3nc(-c4ccccc4)cs3)c3n2CCC3)cc1 | 2% | -11% | 3.5% | 5% | 29% | i | -28 | 1% | 1%
O=C(COC(=O)/C=C/c1ccccc1[N+](=O)[O-])NNC(=O)c1ccc(F)cc1 | -2% | -2% | 8.3% | -1% | 4% | i | 16 | 14% | 0%
C/C(=N\OCc1nc2ccccc2c(=O)n1/N=C/c1cc(C)cc([N+](=O)[O-])c1O)c1ccccc1 | 1% | 1% | 0.0% | 3% | -7% | i | -10 | 2% | -2%
COc1ccc(NC(=O)C2=CC(c3ccc(OC)cc3)=NS(=O)(=O)N2C)cc1 | -17% | -26% | 2.5% | -5% | 0% | i | -7 | ? | -5%
CCCCN(C)Cc1c(C)[nH]c2ccc(Cl)cc2c1=O | 3% | -11% | -0.1% | 2% | -3% | i | 5 | 7% | -13%
COC(=O)c1cn(C(=O)c2ccc(C)cc2C)c2ccccc12 | 3% | -9% | 0.0% | -7% | 4.6µM* | i | 16 | ? | -19%
O=C(O)CSC(C(=O)Nc1ccc(Br)cc1)c1ccccc1 (stereo unspecified) | -1% | -8% | 0.6% | 9% | -1% | i | -4 | -4% | 16%
CC(C)c1ccc(CNc2nc(-c3ccco3)nn2S(=O)(=O)c2ccc3ccccc3c2)cc1 | 4% | -5% | 2.5% | -22% | / | / | / | 13% | /
c1cc(-c2ccoc2)n2ccnc2c1 | / | 0% | 6.1% | 7% | / | i | 0 | / | 7%
CCc1ccc(NC(=O)c2ccc(CNS(=O)(=O)c3ccc4c(c3)C(C)(C)C(=O)N4C)cc2)cc1 | -13% | -28% | 6.1% | -31% | / | / | / | 27% | /
CC1=NNC(=O)C1C(c1ccc(Cl)cc1)C(C#N)C#N (stereo unspecified) | -4% | -23% | 4.3% | ? | ? | i | / | -7% | -6%
Cc1cc(NC(=O)c2cc(-c3cccs3)on2)nn1Cc1ccc(Cl)cc1 | -25% | -32% | 0.4% | 7% | 14% | i | -5 | ? | -24%
COc1ccc(/C=C2\Sc3ccc(C(=O)N4CCOCC4)cc3N(C)C2=O)cc1 | -7% | -37% | 6.4% | -13% | ? | i | 10 | 1% | /
Cc1ccccc1NC(=O)CSc1nnc(C)c(=O)[nH]1 | 1%&1% | -10%&7% | 0.3%&0.8% | -10%&6% | 1% | i | -7 | 2%&18% | -11%&4%
CCCCCC(=O)Nc1ccc(N2CCOCC2)c(S(=O)(=O)Nc2ccc(OC)cc2)c1 | 5% | -2% | -0.1% | -4% | 5% | i | 22 | 0% | 3%
Cc1ccc(NS(=O)(=O)c2ccc(NC(=O)c3ccccc3C(=O)O)cc2)c(C)c1 | 1% | -18% | -0.1% | 6% | 2% | i | -67* | 19% | -9%
CC(=O)c1cccc(NC(=O)c2cccn2-c2nnc(N3CCCCC3)s2)c1 | 0% | -21% | 7.5% | ? | / | / | / | ? | /
COc1ccc(-c2cc(=O)oc3c(C)c(OC(=O)c4cccs4)ccc23)cc1 | 12% | 12% | 0.0% | 1% | 7% | i | -6 | ? | -3%
CNC(=S)N1CCN(c2cccc(OC)c2)CC1 | -2% | -4% | -0.4% | 3% | -1% | i | -19 | -15% | 7%
CCCn1c(N)c(Sc2ccccc2[N+](=O)[O-])c(=O)n(CCC)c1=O | -2% | 2% | 0.2% | 7% | ? | ? | 7 | -10% | -11%
CCc1nc2ccc(C(=O)Nc3cccc(OC)c3)cn2c1N(C)CCCc1ccccc1 | / | -33% | -0.4% | ? | / | ? | -51* | / | -11%
FC(F)(F)c1cc(-c2ccccc2)nc2cc(-c3ccc(Br)cc3)nn12 | -4% | 2% | 1.0% | 16% | / | i | / | 23% | 8%
COc1ccc(C)cc1NC(=O)CSc1ccc(-c2cccnc2)nn1 | -10% | -21% | -0.4% | ? | -4% | ? | 0 | -24% | /
CCc1nnc(NS(=O)(=O)c2ccc(N=Cc3c(C)[nH]n(-c4ccc(C)c(C)c4)c3=O)cc2)s1 | -5% | 7.1µM* | 2.0% | 8% | 12% | i | 10 | 0% | 12%
CCN(CC)S(=O)(=O)c1ccc(N2CCCC2)c(NS(=O)(=O)c2cccs2)c1 | 9% | -21% | -0.6% | -15% | -5% | / | -17 | ? | /
N#CCC(=O)Nc1ccc(C(=O)OCC(=O)Nc2ccccc2Sc2ccccc2)cc1 | -4% | 4% | 0.3% | 4% | 13% | i | 28 | -7% | -2%
COc1ccc(C(O)c2nc(-c3ccc(F)c(Cl)c3)cs2)cc1 (stereo unspecified) | / | -23% | 5.8% | -6% | / | ? | 0 | / | -11%
COc1ccc(Cc2nc3c4c(ncn3n2)Oc2c(ccc3ccccc23)C4c2ccc(OC)c(OC)c2)cc1 (stereo unspecified) | 0% | 10% | -0.4% | 0% | -4% | i | 2 | 2% | 0%
Cc1ccc(/C=C/C(=O)O)cc1S(=O)(=O)N(C)CCO | 1% | 0% | -0.4% | -8% | -4% | i | -10 | 18% | 3%
CC(=O)Nc1ccc(Nc2ncnc3c2cnn3C)cc1 | -1% | 9% | -0.5% | 16% | / | i | / | / | 12%
C(#Cc1ccccc1)Cn1nnc2ccccc21 | ? | -37% | 3.8% | ? | -8% | i | -10 | ? | 42%[activator]
CC(NC(=O)Cc1ccc(S(=O)(=O)N2CCOCC2)s1)c1ccc(Cl)c(Cl)c1 (stereo unspecified) | -1% | 11% | 3.9% | ? | ? | i | -4 | -21% | -9%
COc1ccccc1NC(=O)C(Cc1ccccc1)NS(=O)(=O)c1ccc2c(c1)CCN2C(C)=O (stereo unspecified) | 6% | -20% | -0.2% | -32% | / | i | / | -23% | 1%

Pulled by structure from the entries so far (two):
SMILES | A549 tox | HepG2 tox | Nrf2 activator | TGFb SMAD3 inh | MCF10A rereplic | S2 tox | IL1B secr inh | Nrf2 block | ATXN2 expr inh
CCN(CC)S(=O)(=O)c1ccc(N2CCCC2)c(NS(=O)(=O)c2cccs2)c1 | 9% | -21% | -0.6% | -15% | -5% | / | -17 | ? | /
Cc1ccc(/C=C/C(=O)O)cc1S(=O)(=O)N(C)CCO | 1% | 0% | -0.4% | -8% | -4% | i | -10 | 18% | 3%
